GC-A act: GC-A (human) enzyme activation. activation, % at 10 µM. AID 1671463. HEK293 GC-A cells, cGMP TR-FRET, EC30 ANP; 0% at EC30 ANP, 100% saturating ANP. 0.14% of 370,000 active; in the data active = activation above about 40%
ASAP1 GAP inh: blocks human ASAP1-stimulated Arf1 GTP hydrolysis; Q9ULH1; GDP FP detection; inhibition, % at 16.5 µM; 0.19% of 360,000 active; AID 624377; in the data active = inhibition above about 25%;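 note: 0% = vehicle with enzyme and substrate and 100% = no enzyme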
Target sequence (Q9ULH1 325-724 limits assumed): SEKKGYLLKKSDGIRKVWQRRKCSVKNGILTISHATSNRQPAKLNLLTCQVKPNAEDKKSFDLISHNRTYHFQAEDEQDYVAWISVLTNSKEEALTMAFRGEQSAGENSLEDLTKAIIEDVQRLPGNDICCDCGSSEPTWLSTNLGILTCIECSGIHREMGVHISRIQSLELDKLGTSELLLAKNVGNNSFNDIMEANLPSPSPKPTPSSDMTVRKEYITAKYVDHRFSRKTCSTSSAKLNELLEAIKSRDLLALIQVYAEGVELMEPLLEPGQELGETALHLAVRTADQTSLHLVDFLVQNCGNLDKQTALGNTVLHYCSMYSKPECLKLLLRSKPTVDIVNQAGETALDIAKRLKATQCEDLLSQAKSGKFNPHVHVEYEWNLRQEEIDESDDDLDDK
mABHD4 FP: ABHD4 (mouse) inhibition, primary FP screen; Q8VD66; purified mABHD4, FP-Rh probe fluorescence polarization; inhibition, % at 8.92 µM; 0.54% of 370,000 active; AID 720543;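 active = inhibition exceeding the mean over every tested compound plus 3 SD, cut at about 30% in these data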;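 note: 0% = plate median of compound wells and 100% = S159A mutant with DMSO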
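Assay system: wild-type mouse ABHD4 protein; compound: single nominal dose of 8.92 µM, 0.89% DMSO final; schedule: 45 min + 60 min at 25 °C; measured by: FP readout, ex 525 nm / em 598 nm; evaluation: % inhibition of FP-Rh probe binding versus controls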
SMARCA2 activ: SMARCA2 function activation, primary screen; MG213 cells, MMTV-luciferase reporter, dexamethasone, overnight; activation, % at 9.1 µM; 1% of 370,000 active; AID 652017; in the data active = activation above about 7.8%;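 note: 0% = vehicle wells and 100% = reference activator wells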
Rev-erbA mod: Rev-erb alpha (human) modulation | Rev-erbα–FITC-DNA binding, fluorescence polarization, 90 min | activity, % at 10 µM | 0.79% of 370,000 active;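 active = activity above about 14%, limit read from the data; passing the limit was not always enough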;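 note: 0% = DMSO wells with 35 nM protein and 100% = DMSO wells with 750 nM protein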
rCAG RNA binder: molecules binding r(CAG) RNA repeats; r(CAG) RNA repeat, TO-PRO-1 dye displacement fluorescence; inhibition, % at 3 µM; 1.3% of 370,000 active; AID 651821;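 active = inhibition above the plate cutoff, the mean of all test compounds on that plate plus 3 SD, cut at about 35% in these data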;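 note: 0% = DMSO alone and 100% = 100 µM mitoxantrone as full dye displacement; higher means more dye released from RNA so lower well fluorescence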
GC-B act: GC-B (human) receptor activation. AID 1920062. 0.11% of 370,000 active. HEK293-GC-B cells, CNP EC30, cGMP TR-FRET; 0% at EC30 CNP, 100% saturating CNP. activation, % at 10 µM. P20594;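 active = activation at 10 µM reaching about 35% in either raw or pattern-adjusted values, limit read from the data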
PG9 Ab binder: PG9 antibody binding by small molecule; TR-FRET gp120-PG9 antibody binding; inhibition, % at 6.7 µM; 0.43% of 360,000 active; AID 624416; in the data active = inhibition above about 8.5%
ARFGAP1 inh: rat ARFGAP1 inhibition | Arfgap1-stimulated ARF1 GTP hydrolysis, GDP FP detection | inhibition, % at 16.5 µM | 0.26% of 360,000 active;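 active = inhibition above a per-plate limit, mean inhibition of low control wells plus 3 SD, cut at about 25% in these data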;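 note: 0% = DMSO wells with enzyme and 100% = wells lacking Arfgap1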
Target sequence (Q62848 1-136 limits assumed): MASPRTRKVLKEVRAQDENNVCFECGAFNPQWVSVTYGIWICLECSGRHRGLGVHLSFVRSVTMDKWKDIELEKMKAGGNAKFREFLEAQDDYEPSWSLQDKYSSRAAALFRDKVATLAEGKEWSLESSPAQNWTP
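System: truncated rat Arfgap1 GAP domain / Benchmarks: high control wells lacking Arfgap1, low control full reaction with DMSO / Times: compound-enzyme preincubation 20 min, reaction 120 min, detection 60 min, 25 °C / Repeats: one replicate per compound / Also added: human ARF1(Δ1-17)-GTP substrate / Measured by: Tracer-displacement fluorescence polarization with EDTA stop, 620/688 nm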
HTRA1 inh: HTRA1 (human) protease inhibition; Q92743; recombinant HTRA1, FP-rhodamine activity-based probe, fluorescence polarization; inhibition, % at 5.96 µM; 0.5% of 340,000 active; AID 504803; in the data active = inhibition above about 36%;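 note: 0% = enzyme with DMSO and 100% = wells lacking enzyme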
Target sequence (Q92743 whole entry, looked up): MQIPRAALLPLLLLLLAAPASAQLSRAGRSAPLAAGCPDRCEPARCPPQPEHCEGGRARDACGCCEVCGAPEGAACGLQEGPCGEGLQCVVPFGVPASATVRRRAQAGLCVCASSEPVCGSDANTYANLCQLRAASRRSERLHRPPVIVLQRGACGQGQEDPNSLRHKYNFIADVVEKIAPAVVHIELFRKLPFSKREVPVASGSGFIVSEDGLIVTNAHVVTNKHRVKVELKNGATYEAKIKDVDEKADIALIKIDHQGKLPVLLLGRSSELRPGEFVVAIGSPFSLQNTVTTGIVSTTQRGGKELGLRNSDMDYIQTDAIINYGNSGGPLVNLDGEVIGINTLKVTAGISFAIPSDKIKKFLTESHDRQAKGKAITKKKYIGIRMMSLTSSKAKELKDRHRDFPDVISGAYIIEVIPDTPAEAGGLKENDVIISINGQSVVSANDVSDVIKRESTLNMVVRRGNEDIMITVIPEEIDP
Numbers without * were called inactive; / = not tested or not shown.

SMILES	GC-A act	ASAP1 GAP inh	mABHD4 FP	SMARCA2 activ	Rev-erbA mod	rCAG RNA binder	GC-B act	PG9 Ab binder	ARFGAP1 inh	HTRA1 inh
CC(O)(c1ccccc1)c1nc(-c2cccc(F)c2)cs1 (centres undefined)	-1	-11	-20	0	0	0	-7	-1.0	4	/
Fc1ccc(-c2csc(NC(=S)Nc3ccccc3)n2)cc1	1	0	-1	-2	2	21	6	-3.0	8	-14
CCOC(=O)C1CCCN(C(=O)c2cc(Cl)ccc2NC(=O)C2=C(C)OCCS2)C1 (centres undefined)	-6	-8	-1	-2	1	-3	-7	0.4	0	-1
COCC(C)NC(=O)c1oc2c(c1C)C1(CCC2)SCCS1 (centres undefined)	-3	11	1	-2	-6	2	3	0.7	9	3
CC1(C)C2CCC1(C)C(OC(=O)CNc1ccccc1)C2 (centres undefined)	-3	-8	-4	-3	5	-6	2	-0.5	1	4
Cc1ccccc1NC(=O)COC(=O)c1c[nH]c(=O)[nH]c1=O	2	3	0	0	-3	-3	2	-1.0	5	1
C=CCn1c(SCC(N)=O)nc(C)cc1=O	2	-8	7	0	0	-1	0	-0.7	4	3
Cc1cc(=O)oc(C)c1C(=O)N1CCN(C(c2ccccc2)c2ccccc2)CC1	2	-11	1	5	-3	0	-4	-0.1	3	0
CCC(C)N(C(=O)CSc1nnnn1-c1ccccc1OC)C1CCS(=O)(=O)C1 (centres undefined)	-1	-16	-1	-3	3	-1	1	-0.4	8	3
Cc1nn(C)c(C)c1NC(=O)c1ccc(Cl)cc1	1	-8	0	-1	2	-3	1	-0.2	0	-3
COC(=O)C1=C(C)N(Cc2ccccc2C(F)(F)F)C(=NCc2ccc3c(c2)OCO3)NC1c1cccc(F)c1 (centres undefined)	-19	10	10	0	6	5	-22	-0.7	16	/
CC1CN(c2nc(-c3ccccc3)nc3ccccc23)CC(C)O1 (centres undefined)	-7	-4	-1	0	4	-6	-3	1.2	2	-8

A different layout for some results above:
Under each structure – GC-A act	ASAP1 GAP inh	mABHD4 FP	SMARCA2 activ	Rev-erbA mod	rCAG RNA binder	GC-B act	PG9 Ab binder	ARFGAP1 inh	HTRA1 inh
- Cc1cc(=O)oc(C)c1C(=O)N1CCN(C(c2ccccc2)c2ccccc2)CC1
→ 2	-11	1	5	-3	0	-4	-0.1	3	0
- CC1(C)C2CCC1(C)C(OC(=O)CNc1ccccc1)C2 (centres undefined)
→ -3	-8	-4	-3	5	-6	2	-0.5	1	4

Other entries follow:
SMILES	GC-A act	ASAP1 GAP inh	mABHD4 FP	SMARCA2 activ	Rev-erbA mod	rCAG RNA binder	GC-B act	PG9 Ab binder	ARFGAP1 inh	HTRA1 inh
O=C(NCc1cccnc1)c1ccc(Cl)c(S(=O)(=O)N2CCOCC2)c1	3	1	0	-1	-8	-6	1	-2.9	-1	8
CCNC(=O)C/C(C)=N/NC(=O)C(=O)Nc1ccc(CC)cc1	2	0	4	0	0	-2	-4	0.2	0	8
Cc1ccc(S(=O)(=O)Oc2ccccc2[N+](=O)[O-])cc1	-7	6	0	3	5	0	-6	0.6	7	0
NC(Cc1c[nH]c2ccccc12)C(=O)Nc1ccccc1 (centres undefined)	-2	10	4	1	-1	5	-2	4.3	9	-4
Clc1ccccc1CN1CCC(Cc2ccccc2)CC1	-3	-9	1	-3	-5	-7	-1	-3.5	6	1
CCS(=O)(=O)C1=NSC2=NC(=O)/C(=C\c3ccc(OC(=O)c4ccco4)c(OC)c3)C(=N)N21	0	-9	3	-2	5	21	3	-1.8	-16	2
O=C(O/N=C1\CCCc2ccccc21)C1CC1	-4	17	1	2	-1	-2	-5	1.0	-5	-2
COc1ccccc1N1C(=NC(=O)C(C)Oc2ccccc2)SC2CS(=O)(=O)CC21 (centres undefined)	2	-9	0	-3	-3	4	2	-1.6	1	-1
O=C(Cc1cccc2ccccc12)NNC(=O)c1cccs1	0	-5	-1	-3	2	1	2	0.6	3	-8
Nc1nc(-c2ccc(Cl)cc2)cn1N	1	-4	7	1	1	11	-5	-2.5	6	9
CCCc1c(C(=O)Nc2ccc(C(F)(F)F)cc2)cnn1-c1ccccc1	-6	1	-14	-1	0	0	-6	-0.5	1	-17
O=C(CN1C(=O)c2ccccc2C1=O)NCC(=O)OCC(=O)c1ccc(Cl)cc1	5	-4	-3	-1	4	-3	0	0.5	3	0
CCOC(=O)N1CCN(C(=O)CCc2ccc(S(=O)(=O)NCCc3ccccc3)cc2)CC1	0	14	5	-4	0	-5	-3	-0.3	2	6
O=C(COC(=O)CCS(=O)(=O)c1ccccc1)Nc1ccc(N2CCCCC2)cc1	-4	-5	7	1	5	8	-4	0.4	-11	3
COC(=O)Nc1ccccc1C(=O)N1CCCCC1	-2	3	1	3	-3	-1	3	-1.4	10	-1
O=C(CCSc1ccc(Cl)cc1)NCc1ccccn1	2	-15	-4	0	2	-2	1	0.9	6	-6
COc1ccc(-n2c(=S)[nH]c3c(sc(=S)n3-c3ccccc3)c2=O)c(OC)c1	8	7	4	-1	4	16	6	0.3	-4	2
O=C(c1ccc(Br)o1)N1CCN(c2ccccn2)CC1	-7	1	2	-3	-4	-4	1	0.5	0	-4
Cc1cccc(C)c1NC(=O)CNC(=O)CCC(=O)c1cccs1	-2	-12	9	-3	1	5	2	-1.0	-14	0
O=C(O)c1ccccc1C(=O)c1ccc(F)c(F)c1	1	-3	-11	-2	-6	-2	4	0.5	10	0
Cc1ccc(-c2nn3c(C)nnc3s2)cc1NC(=O)CSc1ccc(Cl)cc1	-1	5	7	1	2	5	1	0.3	-4	-3
Cc1ccc(-c2cc(C(F)F)n3ncc(C(=O)NCc4ccco4)c3n2)cc1	8	-12	10	-2	-24	2	0	0.7	-1	7
O=C(Cc1ccc(-n2c(=O)c3sccc3n(CC(=O)Nc3ccccc3F)c2=O)cc1)NCc1ccco1	-2	5	-8	-1	-1	7	1	8.6	-7	-3
CCOc1ccc(-n2c(SCC(=O)Nc3cc(OC)c([N+](=O)[O-])cc3C)nc3ccccc32)cc1	2	-4	-8	1	1	7	-3	-1.0	-4	5
CCOC(=O)Cc1nnn(CC(=O)OCC)n1	5	-3	-2	0	-2	2	8	-0.3	-4	3
O=C(CCN1CCN(c2ccccc2F)CC1)Nc1ccc(F)cc1	5	-8	3	-2	-4	-2	0	-1.7	11	7
O=C(NC1c2ccccc2-c2ccccc21)N1CCCCC1	-3	6	0	0	-1	-4	1	-2.3	9	-12
CC(=O)C1=C(C)OC(N)=C(C#N)C1c1cccnc1 (centres undefined)	2	2	-4	-4	1	-1	1	-0.8	7	5
CC(C)(C)NC(=O)COc1ccc(CNc2ncn[nH]2)cc1	-1	7	0	-5	0	-2	3	0.8	-1	0
CCOc1ccc(C2NC(=O)C(C#N)=C(S)N2c2ccc(C)cc2)cc1OC (centres undefined)	15	11	10	-1	-2	16	0	-3.2	-2	-6
O=C(CCCCCN1C(=O)c2ccccc2C1=O)Nc1nccs1	2	5	0	-2	-3	-3	-2	0.3	0	-2
CCCCC1CCC(C(=O)OC(C)C(=O)Nc2ccc(NC(C)=O)cc2)CC1 (centres undefined)	-4	2	-6	-1	4	-4	7	1.0	1	-3
CCc1ccc(-c2cc(N)n(-c3ccccc3)n2)cc1	/	-1	-5	6	/	3	/	1.4	8	-9
COc1ccc(NC(=O)NCCN2CCN(c3ccc(C)cc3)CC2)c(Cl)c1	5	12	-6	-3	-5	-5	-1	1.0	10	3
Cc1cc(C)n(-c2ccc(C(=O)Nc3cccc(S(=O)(=O)N(C)C)c3)cc2)n1	-1	1	-8	-5	0	1	5	-1.2	9	-8
CC(=O)OC1COC(N2CCc3ccccc32)C(OC(C)=O)C1OC(C)=O (centres undefined)	0	-1	-4	1	-1	5	5	-1.2	8	-1
CN(C)S(=O)(=O)c1ccc(NC(=S)NC(=O)Cc2ccccc2)cc1	3	-1	3	1	0	0	1	-0.3	1	-9
Cc1cc(/C=C(\C#N)C(=O)NC2CCCCCC2)c(C)[nH]1	1	3	5	0	-5	-5	2	0.4	-2	-2
Cc1cc(N2CCN(S(=O)(=O)c3ccc4c(c3)OCCO4)CC2)n2ncnc2n1	7	5	7	-2	1	3	3	0.0	-6	2
CCOC(=O)N1CCC(NC(=O)CCc2c(C)nc3c(c(C)nn3-c3ccccc3)c2C)CC1	-1	-15	3	-2	-7	3	3	-0.5	-9	2
Cc1ccc(-c2csc(NC(=O)C3=COCCO3)n2)cc1C	7	2	-15	-2	4	5	-2	-2.0	-3	-46
O=C(Nc1cccc(S(=O)(=O)N2CCCCCC2)c1)c1cncc(Br)c1	0	3	-4	0	1	5	9	-1.1	-5	-44
O=C(CS(=O)(=O)c1ccccc1)Nc1nnc(-c2cccs2)o1	0	-11	4	1	10	1	-5	1.8	1	0
COc1ccc(-c2noc(C3CCCN(C(=O)N[C@@H]4C[C@H]4c4ccccc4)C3)n2)cc1 (some centres undefined)	-15	/	-15	-3	-1	1	-20	/	/	/

Entries from the list above with two or more sulfur atoms (9):
SMILES	GC-A act	ASAP1 GAP inh	mABHD4 FP	SMARCA2 activ	Rev-erbA mod	rCAG RNA binder	GC-B act	PG9 Ab binder	ARFGAP1 inh	HTRA1 inh
Fc1ccc(-c2csc(NC(=S)Nc3ccccc3)n2)cc1	1	0	-1	-2	2	21	6	-3.0	8	-14
COCC(C)NC(=O)c1oc2c(c1C)C1(CCC2)SCCS1 (centres undefined)	-3	11	1	-2	-6	2	3	0.7	9	3
CCC(C)N(C(=O)CSc1nnnn1-c1ccccc1OC)C1CCS(=O)(=O)C1 (centres undefined)	-1	-16	-1	-3	3	-1	1	-0.4	8	3
CCS(=O)(=O)C1=NSC2=NC(=O)/C(=C\c3ccc(OC(=O)c4ccco4)c(OC)c3)C(=N)N21	0	-9	3	-2	5	21	3	-1.8	-16	2
COc1ccccc1N1C(=NC(=O)C(C)Oc2ccccc2)SC2CS(=O)(=O)CC21 (centres undefined)	2	-9	0	-3	-3	4	2	-1.6	1	-1
COc1ccc(-n2c(=S)[nH]c3c(sc(=S)n3-c3ccccc3)c2=O)c(OC)c1	8	7	4	-1	4	16	6	0.3	-4	2
Cc1ccc(-c2nn3c(C)nnc3s2)cc1NC(=O)CSc1ccc(Cl)cc1	-1	5	7	1	2	5	1	0.3	-4	-3
CN(C)S(=O)(=O)c1ccc(NC(=S)NC(=O)Cc2ccccc2)cc1	3	-1	3	1	0	0	1	-0.3	1	-9
O=C(CS(=O)(=O)c1ccccc1)Nc1nnc(-c2cccs2)o1	0	-11	4	1	10	1	-5	1.8	1	0
